Screening results (PubChem BioAssay)
Hsp70 activator = Hsp70 transcriptional activators, primary screen, cell-based, HeLa, Hsp70 promoter luciferase, luminescence, 10 µM; AID 1203, 2008; HeLa Hsp70 promoter luciferase reporter; scaled: vehicle 0, proteasome-inhibitor control 100%; activation, % at 10 µM; 200,000 compounds, 0.04% hits;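 active = activation above the mean across all tested compounds plus 3 SD, cutoff set per campaign, cut at about 5.5% in these data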;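 also: 100% = MG132 at 30 µM as the positive control and 0% = DMSO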
PMI act satM6P = human PMI activators, high substrate, primary screen, biochemical, fluorescence intensity, near-saturating mannose 6-phosphate | coupled PMI enzyme assay, resazurin fluorescence, 20 min; stronger effect = higher value; 1 = untreated enzyme, 0 = substrate-free blank | activation factor at 20 µM | 190,000 compounds, 0.34% hits | AID 1216, 2008;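 active = activation factor of 2 or more at 20 µM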
Target sequence (P34949 whole entry, looked up): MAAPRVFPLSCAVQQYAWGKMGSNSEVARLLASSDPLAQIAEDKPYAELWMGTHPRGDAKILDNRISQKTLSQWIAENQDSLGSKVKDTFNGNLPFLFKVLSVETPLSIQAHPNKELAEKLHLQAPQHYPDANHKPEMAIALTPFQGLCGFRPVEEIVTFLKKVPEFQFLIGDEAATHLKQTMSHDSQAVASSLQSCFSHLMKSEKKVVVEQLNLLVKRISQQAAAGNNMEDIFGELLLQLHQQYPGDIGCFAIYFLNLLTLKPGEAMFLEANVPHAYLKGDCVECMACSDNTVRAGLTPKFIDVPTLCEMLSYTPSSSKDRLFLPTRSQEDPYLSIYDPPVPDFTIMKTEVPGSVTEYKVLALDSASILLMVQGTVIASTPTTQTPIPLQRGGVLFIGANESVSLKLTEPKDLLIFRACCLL
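Test system: Human PMI in coupled enzyme assay | Input: 15 ng/mL PMI | Medium: HEPES-buffered pH 7.4 with magnesium and detergent | Compound: One concentration, 20 µM, in 1% DMSO | Incubation: Enzyme reaction with compound 20 min at room temperature | Detection: Diaphorase-driven resazurin-to-resorufin fluorescence, excitation 544, emission 590 nm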
RAM network inh = inhibitors of the yeast RAM network, primary screen, dse1pr::URA3 reporter, 5-FOA selection. 190,000 compounds, 1.8% hits. S. cerevisiae dse1pr::URA3 reporter, 5-FOA growth OD615, 2 d; analog-sensitive cbk1-as2 kinase mutant strain. inhibition, % at 50 µM. AID 868, 2007;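 active = inhibition above a set limit, 3 SD over mean compound inhibition, cut at about 8.4% in these data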;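 also: 0% = DMSO-only wells with no growth and 100% = 10 µM 1-NA-PP1 full growth; inhibition rescues growth on 5-FOA so higher OD means more RAM inhibition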
TNAP inh hi DEA = human TNAP enzyme inhibitors, primary screen, biochemical, luminescent, high phosphate acceptor level, uHTS. inhibition, % at 20 µM. 200,000 compounds, 0.03% hits. Alkaline phosphatase, tissue-nonspecific isozyme (Homo sapiens), P05186. AID 1135, 2008. purified TNAP, CDP-star luminescence, 1 M DEA;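 active = over 50% inhibition of tissue-nonspecific alkaline phosphatase at 20 µM in the single-dose screen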;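 also: plate controls were DMSO wells for no effect and EDTA-quenched wells as full inhibition for full effect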
Target sequence (P05186 whole entry, looked up): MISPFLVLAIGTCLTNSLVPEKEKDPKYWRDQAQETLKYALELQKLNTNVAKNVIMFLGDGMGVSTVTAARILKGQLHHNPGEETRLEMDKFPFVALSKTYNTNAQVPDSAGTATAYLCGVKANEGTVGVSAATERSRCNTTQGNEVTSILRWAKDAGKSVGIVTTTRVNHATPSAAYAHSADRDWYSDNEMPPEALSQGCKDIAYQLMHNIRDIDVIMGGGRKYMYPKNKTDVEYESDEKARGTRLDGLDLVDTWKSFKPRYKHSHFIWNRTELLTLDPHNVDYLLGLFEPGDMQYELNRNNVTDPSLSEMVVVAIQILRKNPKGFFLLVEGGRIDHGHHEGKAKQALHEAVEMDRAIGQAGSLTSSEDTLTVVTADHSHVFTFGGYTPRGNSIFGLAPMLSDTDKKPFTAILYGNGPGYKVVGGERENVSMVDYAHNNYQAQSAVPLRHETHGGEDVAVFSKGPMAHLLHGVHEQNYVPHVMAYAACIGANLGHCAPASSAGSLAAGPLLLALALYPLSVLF
Lmaj promast = Leishmania major promastigote growth inhibition, primary screen | Leishmania major promastigotes, resazurin fluorescence viability | inhibition, % at 10 µM | 200,000 compounds, 9% hits; in the data active = inhibition above about 50%;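 also: promastigotes grown with compound for 44 hours at 28 °C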
TNAP inh no acc = human TNAP enzyme inhibitors, primary screen, biochemical, luminescent, no phosphate acceptor, uHTS | purified TNAP, CDP-star luminescence, 30 min | AID 1012, 2008 | 200,000 compounds, 0.26% hits | inhibition, % at 20 µM;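 active = tissue-nonspecific alkaline phosphatase inhibition above about 50% at 20 µM in the single-dose screen, limit read from the data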;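 also: 0% = DMSO negative control and 100% = EDTA positive control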
Efa HMGR inh = inhibitors of E. faecalis class II HMGR, primary screen, biochemical, Enterococcus faecalis | purified E. faecalis HMGR, NADPH absorbance 340 nm kinetic | HMG-CoA reductase (Enterococcus faecalis, mvaE) | 190,000 compounds, 0.41% hits | inhibition, % at 10 µM | AID 1066, 2008;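 active = inhibition above a set limit, the median over all tested compounds plus 3 SD, cut at about 9.5% in these data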;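 also: enzyme runs in reverse so mevalonate oxidation gives rising NADPH absorbance; 0% = complete reaction with DMSO and 100% = background rate lacking mevalonate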
S1P3 antag = S1P3 receptor antagonists, primary screen, cell-based; CHO S1P3 NFAT-BLA reporter, FRET fluorescence, antagonist mode; inhibition, % at 4.98 µM; 170,000 compounds, 0.27% hits; AID 485, 2006;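 active = inhibition above the plate cutoff, the mean inhibition of test wells on that plate plus 3 SD, cut at about 28% in these data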;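 also: cells challenged with S1P at its EC80 of 0.8 µM; blue over green emission ratio from cleaved BLA substrate after 4 h stimulation; 0% = S1P-stimulated wells and 100% = unstimulated DMSO-only wells; some compounds past the cut are filed as inactive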
PMI act = activators of human PMI, primary screen, biochemical, fluorescence intensity, near-Km mannose 6-phosphate | Mannose-6-phosphate isomerase (Homo sapiens), P34949 | purified human PMI, coupled resazurin fluorescence, 20 min; stronger effect = higher value; 1 = vehicle control, 0 substrate-free wells | activation factor at 20 µM | 190,000 compounds, 0.005% hits | AID 1214, 2008;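 active = activation factor of 2 or more at 20 µM, relative to plate controls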
Redox H2O2 prof = compounds producing H2O2 with reducing agent – biochemical, NIH compound library profiling, artefact control for MLSCN library redox annotation, primary screen; DTT-dependent redox cycling H2O2, phenol red/HRP absorbance; 100% = 100 µM peroxide control, 0% = buffer; activation, % at 10 µM; 200,000 compounds, 0.03% hits; AID 878, 2007;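 active = activation of at least 50% relative to the plate's high and low controls in the primary single-dose screen; inactive = activation below 50%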;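 also: compound incubated with DTT at 0.8 mM final as the reducing agent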
Numbers without * were called inactive; / = not tested or not shown. This is a subset; rates above refer to the full screens.

SMILES | Hsp70 activator | PMI act satM6P | RAM network inh | TNAP inh hi DEA | Lmaj promast | TNAP inh no acc | Efa HMGR inh | S1P3 antag | PMI act | Redox H2O2 prof
CN1CCN(c2ccc([N+](=O)[O-])c(N3CCCCC3)c2)CC1 | -0.3 | 0.9 | 0.0 | 9.3 | 93.7* | 5.1 | -4.8 | -10.7 | 0.9 | -1.2
FC(F)(F)c1ccc2c(c1)NP(=S)(N1CCOCC1)c1nccn1-2 (centres undefined) | -0.2 | 1 | 0.7 | -4.0 | -1.5 | -12.2 | -9.4 | / | 1.1 | 0.5
Oc1ccc(/C=N/NP(=S)(c2ccccc2)c2ccccc2)c(O)c1O | -0.1 | 0.5 | 1.6 | -7.9 | -17.4 | 1.7 | -3.8 | / | 0.4 | -0.8
Cc1ccc(CC2C(=O)N(C)C(=O)N(C)C2=O)s1 | 0.2 | 1.1 | 2.6 | -1.9 | -5.7 | -9.5 | 0.6 | -5.8 | 1 | 1.7
CN1CCN(c2c(N)c(=O)oc3ccccc23)CC1 | -0.3 | 1 | 2.5 | -0.4 | -1.3 | -3.3 | -2.6 | / | 1 | -0.3
COc1cc2[nH]c(=O)n(-c3ccccc3)c(=O)c2cc1OC | 0.1 | 1 | 0.4 | -1.4 | 1.8 | 2.1 | 0.9 | -8.8 | 0.9 | 0.9
CCCCn1c(O)c(C(C)=NCCCN(CC)CC)c(=O)[nH]c1=O | -0.4 | 1 | -0.7 | 2.6 | 8.2 | -5.5 | -0.2 | -39.1 | 0.9 | -0.5
CN1CCN(/N=C/c2c(O)n(C)c(=O)n(C)c2=O)CC1 | -0.4 | / | 0.3 | -4.2 | -3.1 | -9.5 | -3.0 | -6.4 | / | -0.8
CCN(CC)C(=O)c1ccc(NC(=O)c2cccc(F)c2)cc1 | 0.4 | 1 | 5.0 | 1.1 | 3.5 | -8.2 | 1.9 | / | 1 | 2.7
CCc1c(C)nc(N)nc1N1N=C1SC(C(C)=O)C(C)=O | -0.4 | 1 | 0.4 | -2.3 | 2.8 | -10.4 | -7.7 | -3.4 | 0.9 | 0.3
Cc1nn(Cc2ccccc2)c(C)c1C(=O)NCc1ccccc1F | -0.4 | 1.1 | 0.8 | -2.5 | -0.9 | -9.2 | -3.9 | -9.1 | 1.1 | -0.2
O=[N+]([O-])c1ccc(C2[C@H]3C(c4ccccc4)=NC4(CCCC4)N23)cc1 (some centres undefined) | -0.4 | 1 | 1.1 | -1.3 | -3.7 | 7.3 | -6.5 | -3.5 | 1 | 0.3
CCCC(=O)Nc1cc(C(=O)N2CCC3(CC2)OCCO3)ccc1S(=O)(=O)c1ccc(C)cc1 | -0.2 | 1 | -0.4 | -3.8 | -6.7 | -7.2 | -7.4 | / | 1 | 0.9
COc1cc(/C=N/n2cnnc2)ccc1OC(=O)N(C)C | 0.1 | 1 | -0.2 | -4.2 | 0.0 | -10.0 | 1.9 | 3.2 | 0.9 | 0.3
CC(C)OCCCNC(=O)c1c(N)n(CC2CCCO2)c2nc3ccccc3nc12 (centres undefined) | -0.1 | 0.8 | -0.9 | -9.4 | 12.8 | -14.8 | 1.8 | -23.5 | 0.7 | 2.0
COC(=O)[C@@]1(Cc2ccc(F)cc2)[C@H]2c3cc(C(=O)N(C)C)[nH]c3C[C@H]2CN1C(=O)c1ccccc1 | 0.0 | 0.9 | 0.1 | -2.8 | 20.8 | -7.8 | -10.6 | -1.8 | 0.9 | 0.2
C=CCN(CC=C)C(=O)Nc1ccc(OCC)cc1 | 0.1 | 0.8 | 1.2 | 0.4 | -9.2 | -6.1 | -4.6 | 3.0 | 0.9 | -0.5
Cc1cc(C=C2C(=O)NC(=O)NC2=O)c(C)n1-c1ccc2c(c1)OCO2 | -0.4 | 1.2 | 2.6 | 6.4 | -2.9 | 17.9 | -0.2 | 4.8 | 1.2 | 0.2
CCn1c(O)c(C(c2ccccn2)c2c(O)n(CC)c(=S)[nH]c2=O)c(=O)[nH]c1=S | 0.2 | 1.2 | 1.9 | 11.9 | -9.4 | -5.8 | -0.2 | / | 1 | -5.2
COc1ccccc1N1CCN(Cc2c(F)cccc2F)CC1 | 0.0 | 1 | 1.2 | -1.2 | 6.8 | -0.8 | -4.3 | -15.4 | 1 | 1.2
CC(C)NC(C)C(=O)C12CC3CC(CC(C3)C1)C2 (centres undefined) | -0.4 | 1 | -0.3 | -4.2 | -0.5 | -16.1 | -3.9 | / | 1 | 0.3
Cc1nn(Cc2ccccc2)c(Cl)c1C(=O)OCC(=O)N1CCCC1 | 1.3 | 1.1 | 0.0 | -2.1 | -4.9 | -12.0 | 2.5 | -2.1 | 1.1 | -0.6
CC1=CC(=Cc2sc3ccccc3[n+]2C)C=C(C)O1 | -0.2 | 0.9 | 0.1 | 24.3 | 100.5* | 19.4 | -0.2 | -1.8 | 0.9 | -0.4
CSC(=Nc1ccccc1)c1c(O)n(C)c(=O)n(C)c1=O | -0.2 | 2.2* | -0.8 | -6.6 | -4.5 | -17.0 | 0.8 | 4.4 | 1.7 | -0.2
CCCCC(=O)N/N=C/c1c(O)n(C2CC2)c(=S)[nH]c1=O | -0.2 | 0.9 | 2.7 | -4.0 | 98.3* | -0.9 | -1.7 | -2.9 | 0.8 | 0.0
CCNC(=O)NC(=O)C(C)OC(=O)c1c(C)nn(Cc2ccccc2Cl)c1Cl (centres undefined) | -0.4 | 1.1 | 3.8 | -3.1 | 50.7* | -7.6 | -3.4 | 0.9 | 1.1 | 0.2
CC1(C)CN=C(Nc2ccccc2C(F)(F)F)S1 | -0.1 | 1 | 2.7 | -1.1 | 2.5 | -13.5 | -8.6 | 3.9 | 1 | -0.1
COc1ccc(NC2=NC(C)(C)CS2)cc1 | 0.1 | 1.1 | 1.6 | -5.7 | 11.6 | -12.3 | 1.4 | -14.3 | 1 | -0.5
O=C(O)Cn1cc(C(=O)c2ccccc2)c2ccccc21 | -0.3 | 1 | -0.1 | -6.3 | 0.0 | -9.0 | -3.2 | -16.7 | 0.9 | 2.1
COc1ccc(OCC#CCN2CCCCCC2)cc1 | 0.2 | 0.9 | 0.9 | -1.6 | 85.4* | -6.7 | -3.3 | -0.3 | 0.9 | 0.0
CNCC(C)c1ccccc1 (centres undefined) | -0.3 | 0.8 | 0.3 | -1.9 | -1.1 | -0.7 | 2.6 | -6.1 | 1 | -0.1
N#CC1=C(N)Oc2cc(O)ccc2C1c1ccc2c(c1)OCO2 (centres undefined) | -0.4 | 0.8 | 1.2 | -4.1 | 5.8 | -8.0 | -2.0 | 12.3 | 0.8 | -1.2
CN(C)/C=C(\C=[N+](C)C)c1[nH]ncc1[N+](=O)[O-] | 0.1 | 1.1 | 1.2 | 2.0 | -4.0 | -3.5 | 2.5 | 6.2 | 1.2 | 1.7
CC(=NCC1CCCO1)c1c(O)n(-c2ccc(C)cc2)c(=O)[nH]c1=O (centres undefined) | -0.4 | 1 | 0.9 | 4.0 | -4.5 | -2.1 | -2.6 | / | 1 | 0.1
Nc1c(C(=O)NCCc2ccccc2)c2nc3ccccc3nc2n1CCN1CCOCC1 | -0.5 | 1.1 | -1.2 | -2.6 | 23.7 | -2.2 | 1.6 | -66.9 | 1 | 3.2
CC(=NCCN1CCOCC1)c1c(O)n(Cc2ccccc2)c(=O)[nH]c1=O | -0.2 | 1.3 | 0.1 | -8.6 | -3.8 | -69.8 | 4.5 | / | 1.2 | 1.1
CCCCCCN=C(C)c1c(O)n(Cc2ccccc2)c(=O)[nH]c1=O | -0.3 | 0.9 | 2.5 | -5.1 | 2.3 | -5.5 | -4.5 | / | 0.9 | 0.0
CC(=O)OC1(c2ccc(C)cc2)CN2CCC1c1ccccc12 (centres undefined) | -0.5 | 1.1 | 1.9 | -1.1 | 8.8 | -6.7 | 2.5 | / | 1 | 0.1
Cc1[nH]c2c(C(F)(F)F)cccc2c1CCN | -0.5 | 1 | 0.9 | -8.7 | 0.7 | -8.7 | -5.9 | -10.8 | 1 | -1.0
C=Cn1ccnc1P(=S)(c1ccn(C)c1)c1nccn1C=C | -0.2 | 1.1 | -0.1 | -7.2 | -5.2 | -3.3 | / | / | 1.1 | -0.3
Clc1ccc(N2CCNCC2)nn1 | -0.2 | 1 | 0.5 | -3.3 | -5.8 | -12.0 | -5.8 | 11.1 | 1.1 | -0.5
CN1CCCCC1c1ccc(-c2cccnc2)nc1 (centres undefined) | 0.0 | 1.2 | -0.4 | -5.4 | -6.6 | -4.4 | -0.8 | -4.6 | 1.2 | 0.6
COc1ccc(-c2nc(CS(=O)CC(=O)N3CCC4(CC3)OCCO4)c(C)o2)cc1 (centres undefined) | -0.2 | 1 | 2.7 | 0.0 | 0.7 | -6.9 | -12.5 | 5.5 | 1 | -5.7
O=C(C1CC(c2ccc(F)cc2)=NO1)N1CCC2(CC1)OCCO2 (centres undefined) | 0.8 | 1.1 | 0.6 | -2.2 | -2.4 | -15.6 | 2.8 | / | 1.1 | -0.7
CCC12C=CCN3CCC4(c5cc(Br)c(OC)cc5N(C)C4C(O)(C(=O)OC)C1OC(C)=O)C32 (centres undefined) | 0.0 | 0.9 | 1.9 | 0.2 | 19.2 | 0.2 | -3.3 | / | 0.9 | -8.0
CN(C/N=C(\N)N[N+](=O)[O-])S(=O)(=O)c1ccccc1 | -0.3 | 0.9 | -1.1 | 0.2 | -3.7 | -2.5 | -5.1 | 1.3 | 1 | 0.1
C1=C(CCNCc2ccccc2)CCCC1 | -0.1 | 1 | 2.6 | 8.1 | 73.1* | -6.0 | -2.5 | / | 1 | -7.3
CCCCn1c(=O)c(C(=O)Nc2ccccc2S(N)(=O)=O)c(O)c2ccccc21 | 0.1 | 1 | 1.6 | -4.6 | -5.8 | -9.0 | -8.7 | 22.7 | 1 | -1.6

Compound profiles, as listed above. Values in the order: Hsp70 activator, PMI act satM6P, RAM network inh, TNAP inh hi DEA, Lmaj promast, TNAP inh no acc, Efa HMGR inh, S1P3 antag, PMI act, Redox H2O2 prof
`Clc1ccc(N2CCNCC2)nn1` is entered as -0.2, 1, 0.5, -3.3, -5.8, -12.0, -5.8, 11.1, 1.1, -0.5
`C1=C(CCNCc2ccccc2)CCCC1` is entered as -0.1, 1, 2.6, 8.1, 73.1*, -6.0, -2.5, /, 1, -7.3
